Screening results from PubChem.
OX1R antag-1: antagonists of human orexin 1 receptor (OX1R). 330,000 tested, 1.8% active. OX1R-expressing cells, FRET antagonist read-out. Orexin/Hypocretin receptor type 1 (Homo sapiens), O43613. inhibition, % at 6.6 µM. AID 485270, 2010; in the data active means inhibition mostly above about 38%, no sharp cut-off; inactive means mostly below about 40%;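 further: 0% = agonist challenge alone and 100% = reference antagonist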
Target sequence (O43613 whole entry, looked up): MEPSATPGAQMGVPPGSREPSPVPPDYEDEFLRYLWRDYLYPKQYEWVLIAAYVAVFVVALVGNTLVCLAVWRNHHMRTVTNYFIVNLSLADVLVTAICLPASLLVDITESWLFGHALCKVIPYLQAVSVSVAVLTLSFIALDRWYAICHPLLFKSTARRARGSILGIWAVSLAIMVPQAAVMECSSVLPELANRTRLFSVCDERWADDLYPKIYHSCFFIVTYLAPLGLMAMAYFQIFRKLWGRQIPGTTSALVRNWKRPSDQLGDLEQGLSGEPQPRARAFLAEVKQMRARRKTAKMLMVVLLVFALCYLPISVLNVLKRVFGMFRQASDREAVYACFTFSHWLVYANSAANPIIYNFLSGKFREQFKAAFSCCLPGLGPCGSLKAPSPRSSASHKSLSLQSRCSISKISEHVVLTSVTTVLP
OX1R antag-2: OX1R (HCRTR1) antagonists, primary screen, fluorescence, CHO/OX1R cells, Fluo-8 calcium, orexin A; Orexin/Hypocretin receptor type 1 (Homo sapiens), O43613; Fluo-8 calcium fluorescence; inhibition, % at 5 µM; 330,000 tested, 0.43% active; AID 434989, 2010;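 active means inhibition above its plate's threshold, mean inhibition of all tested compounds on the plate plus 3 SD, cut at about 37% in these data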;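 further: 0% = orexin A challenge wells and 100% = SB-334867-A antagonist wells; not every result past the cut was called active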
* marks the source's active call; other numbers are inactive results.

item	Compound	OX1R antag-1	OX1R antag-2
1	COc1ccc(C2(C)NC(=O)N(CC(=O)c3cc(C)n(C4CC4)c3C)C2=O)cc1 (centres undefined)	4	52*
2	COc1c2c(c(C)c3c1C(=O)OC3)O[C@@]1(C)CC[C@@]3(O)C(C)(C)OC(=O)CC[C@]3(C)[C@H]1C2	8	-7
3	CCC(=O)n1nc(NCc2ccccc2OC)nc1NCc1ccccc1OC	42	-22
4	O=C1/C(=C\c2cccnc2)SC(=S)N1c1ccc(F)cc1	16	-9
5	C/C(=N\NC(=O)COc1ccccc1[N+](=O)[O-])c1cccc(NC(=O)c2ccncc2)c1	31	-8
6	Cc1cccc(Cn2c(N3CCN(C)CC3)nc3c2c(=O)[nH]c(=O)n3C)c1	4	-3
7	CCOc1ccc(S(=O)(=O)N2CCN(C(=O)c3ccccc3Cc3ccccc3)CC2)cc1	8	-10
8	COCCNC(=O)NC(=O)CN1C(=O)NC(Cc2c[nH]c3ccccc23)C1=O (centres undefined)	5	6
9	CC(=O)Nc1ccccc1OC(C)C(=O)N1CC(C)CC(C)C1 (centres undefined)	0	-22
10	CSCCC(=O)N1CCCC(CO)(CCCc2ccccc2)C1 (centres undefined)	10	-22
11	O=C(Nc1nc(-c2ccccc2)cs1)c1ccccc1F	43	2
12	CCOC(=O)c1ccccc1NC(=O)COC(=O)CC1CCCCC1	11	-41
13	C/C(=N/NC(=O)c1ccc2nc[nH]c2c1)c1cccs1	8	4
14	CCn1nnc(NC(=O)Cc2ccc(Cl)cc2)n1	13	-6
15	O=C(C1CCN(S(=O)(=O)c2ccccc2)CC1)N(CCc1ccccc1)Cc1ccco1	21	-10
16	Cc1cccc(C)c1NC(=O)c1c(C)nn(-c2ccccc2)c1Cl	18	-11
17	CCOC(=O)CNC(=O)CSc1nc(Cc2cccs2)nc2ccccc12	33	-19
18	CC(C)CCN1C(=O)c2ccc(C(=O)NCC3CCCO3)cc2C1=O (centres undefined)	53	-21
19	O=C(Cn1cnc2ccccc2c1=O)NCCC(=O)N1CCN(Cc2ccccc2)CC1	3	-10
20	C#CC(C)OC(=O)C(C)NC(=O)c1ccccc1 (centres undefined)	12	-3
21	Cc1ccc(N2CCN(C(=O)N3CCCC3)CC2)cc1Cl	8	-8
22	O=C(Cn1cc2c(n1)CCCC2)N1CCCC1	9	-1
23	O=C(COc1ccccc1Cl)NNC(=O)c1cc(S(=O)(=O)N2CCOCC2)ccc1N1CCCC1	11	-26
24	COC(=O)c1ccc(NC(=O)C[n+]2ccccc2)cc1	-3	-8
25	CSc1nsc(SCc2cnc(C)nc2N)n1	7	-14

Next section.
item	Compound	OX1R antag-1	OX1R antag-2
26	CCn1ccnc1CN1CCc2c([nH]c3ccccc23)C1C1CCCCC1 (centres undefined)	37	-15
27	COc1cc(NC(=O)c2cccc(F)c2)cc(OC)c1OC	23	-20
28	COc1ccccc1CNC(=O)CCNS(=O)(=O)/C=C/c1ccc(C)cc1	0	-30
29	Cc1ccc(C)c(N2CCN(C(=O)CCNS(=O)(=O)c3ccc4c(c3)oc(=O)n4C)CC2)c1	4	-8
30	CCN1CCN(c2cc(C)c3cc(NC(=O)c4ccc(C)c(C)c4)ccc3n2)CC1	3	-21
31	COc1ccc(CCNC(=O)Cn2ccc3c(OC)cccc3c2=O)cc1OC	3	-21
32	CCCc1[nH]nc2c1C(c1cc(OC)cc(OC)c1)C(C#N)=C(N)O2 (centres undefined)	5	-22
33	Fc1ccc(CNc2ccc(N3CCN(Cc4ccccc4)CC3)cc2)cc1	-1	-42
34	COC(=O)/C(=C\Nc1ccc(Oc2ccc(F)cc2F)nc1)NC(=O)c1ccccc1	-1	-27
35	c1ccc(-c2oc3ncnc(NCCCN4CCOCC4)c3c2-c2ccccc2)cc1	21	-26
36	Cc1cccn2c(=O)c3cc(C(=O)O)n(C)c3nc12	20	-9
37	CCCCOc1cc(=O)[nH]c(=O)[nH]1	22	-12
38	Cc1cccc(CCN(C(=O)Cc2cccs2)C(C(=O)NC2CCCCC2)c2cccnc2)c1 (centres undefined)	8	-29
39	CCOc1ccc(Nc2nc(-c3sc(N)nc3C)cs2)cc1	16	1
40	CC(=O)Nc1cccc(NC(=O)CSc2nnc(NC(=O)c3ccco3)s2)c1	5	-11
41	Cc1nc2cc(-c3ccc(Cl)cc3)nn2c(NCCN(C)C)c1C	18	-19
42	CC1CCC(NC(=O)CNC(=O)Cc2cccc3ccccc23)CC1 (centres undefined)	21	-31
43	Cc1ccc(C)c(N2CCN(C(=O)c3ccc4nsnc4c3)CC2)c1	9	-30
44	O=C(Nn1cnnc1)C(Sc1ccccc1)c1ccccc1 (centres undefined)	4	-3
45	N#Cc1nc(-c2ccc(F)cc2)oc1NCc1ccccc1	13	-22
46	COc1ccc(C(=O)COC(=O)C(C(C)C)N2C(=O)C3C4C=CC(C4)C3C2=O)cc1 (centres undefined)	13	-24
47	Cc1ccc(NC(=O)CCN2CCC(C(N)=O)CC2)cc1	-4	-10
48	CC(=O)c1c(C)[nH]c(C(=O)N2CCN(c3cc(Cl)ccc3C)CC2)c1C	13	-13
49	Cc1cc(C)nc(NN=C2CCCC2)n1	0	2
50	CC(Nc1cccc(C(=O)NC2CC2)c1)c1nnc(-c2ccccc2)o1 (centres undefined)	7	-31

Continued:
item	Compound	OX1R antag-1	OX1R antag-2
51	CCOC(=O)c1[nH]c(C)c(C)c1C	15	-8
52	O=C(CN(C(=O)c1ccc(Cl)cc1Cl)N1C(=O)C2C3C=CC(C3)C2C1=O)c1ccc(F)cc1 (centres undefined)	16	-25
53	O=C(Nc1cc(-c2nc3ncccc3o2)ccc1Cl)c1ccc([N+](=O)[O-])o1	13	-2
54	O=C(NCCCn1ccnc1)/C(=C\c1ccco1)NC(=O)c1ccco1	7	11
55	CC(=O)c1sc2nc(=O)c(C)nn2c1C	3	-5
56	O=C(OCCc1cc2ccccc2c(=O)o1)c1ccc(C(F)(F)F)cc1	-1	-20
57	O=C(c1ccc([N+](=O)[O-])s1)N1CCCc2ccccc21	67*	-6
58	NCC(=O)NCC(=O)OCc1ccccc1	6	-14
59	CSCCC(NC(=O)COc1ccccc1)C(=O)N1CC(C)CC(C)C1 (centres undefined)	8	-16
60	CCn1c(=O)cc(SCC(=O)Nc2cc(OC)c(OC)c(OC)c2)c2ccccc21	0	-34
61	CCCNC(=O)c1cccc(COc2ccccc2OC)c1	9	-30
62	COc1ccc(CCNC(=O)CN(C)S(=O)(=O)c2ccc3nc(C)sc3c2)cc1OC	8	-14
63	Cn1c(SCC(=O)OC2CCCCC2)nnc1-c1ccco1	20	-1
64	CCOc1ccc(NC(=O)c2ccc(N)cc2)cc1	19	-6
65	CN(CC(=O)Nc1ccc(Cl)cc1)C(=O)c1cccc(S(=O)(=O)N2CCN(Cc3ccccc3)CC2)c1	36	32
66	C=CCN=C1S/C(=C\c2ccc(N(C)C)cc2)C(=O)N1CC=C	2	-16
67	NS(=O)(=O)c1ccc(NC(=S)Nc2ccc(S(=O)(=O)N3CCCC3)cc2)cc1	11	-7
68	COC(=O)[C@]1(Cc2ccccc2)N[C@H](c2ccc(SC3CCCCC3)c(OC)c2)[C@@H]2C(=O)N(C)C(=O)[C@@H]21	-2	-38
69	C=CCOc1ccc(/C(O)=C2/C(=O)C(=O)N(CCCn3ccnc3)C2c2cccs2)cc1 (centres undefined)	19	-6
70	COc1ccc(/C=C/C(=O)NC2CCCCCCC2)cc1S(=O)(=O)N1CCOCC1	5	-33
71	Cn1cnnc1SCC(=O)c1c(N)n(Cc2ccccc2)c(=O)n(C)c1=O	25	-18
72	Nc1nc(COC(=O)C2CC(=O)N(Cc3ccccc3Cl)C2)nc(Nc2ccccc2)n1 (centres undefined)	8	-7
73	Cc1cc(C)c2c(N)c(C(=O)c3ccccc3)oc2n1	7	-10
74	COC(=O)c1ccccc1C(=O)N1CCCC(C(=O)c2ccc(OC)c(OC)c2)C1 (centres undefined)	7	-5
75	O=C(N/N=C\C=C\c1ccc2c(c1)OCO2)C1COc2cc3ccccc3cc2O1 (centres undefined)	7	-16

Next compounds follow:
item	Compound	OX1R antag-1	OX1R antag-2
76	CCOC(=O)c1ccc2c(c1)nc(C1CCN(S(=O)(=O)c3cccs3)CC1)n2CC	11	-8
77	Cc1ccc(C(=O)N/C(=C\c2cn(S(=O)(=O)N(C)C)c3ccccc23)C(=O)NCCCn2ccnc2)cc1	0	-22
78	Nc1nc(-c2cccc(NS(=O)(=O)c3ccccc3)c2)cs1	28	-10
79	CC1CCCCC1NC(=O)c1ccc(S(=O)(=O)N2CCCC2)cc1 (centres undefined)	11	-15
80	Cc1cc(Cl)c(S(=O)(=O)NCC2CCCO2)cc1OCC(=O)NC1CCCCC1 (centres undefined)	15	-24
81	Cc1cc(NC(=O)COC(=O)CC2CCCC2)c([N+](=O)[O-])cc1C	2	-24
82	COc1cccc(NC(=O)CN(C)C(=O)C(CCSC)NC(=O)c2ccco2)c1 (centres undefined)	0	-7
83	Cc1cccc(NC(=O)C(=O)NCc2ccc3c(c2)OCO3)c1C	19	-18
84	O=C(CCNC(=O)N1CC(=O)Nc2ccccc21)Nc1ccc(F)c(Cl)c1	8	-16
85	CCCC[C@@H](CNC)NC[C@H](NCCCCC1CCCCC1)C(C)C	9	-27
86	COc1ccc(N2CCN(C(CNS(=O)(=O)c3cc(F)ccc3F)c3cccnc3)CC2)cc1 (centres undefined)	10	-31
87	CCCn1c(SCCN2C(=O)c3ccccc3C2=O)n[nH]c1=O	10	-15
88	COc1ccccc1NC(=O)c1cc2c(CO)cnc(C)c2oc1=Nc1cccc(C(N)=O)c1	17	-6
89	COc1ccc(C(=O)CSc2nnc(NC(=O)C3CC(=O)N(c4ccccc4C)C3)s2)cc1 (centres undefined)	4	-12
90	COc1ccc(C(=O)OCC(=O)Nc2ccc(N3CCOCC3)cc2)cc1	5	4
91	O=S(=O)(NCc1ccccn1)c1cc(C(F)(F)F)ccc1Cl	13	3
92	CCN(CC)N=Nc1[nH]nc2nc(C)cc(C)c12	41	-6
93	COc1cccc(OCc2cc(C(=O)N3CCC(c4ccncc4)CC3)no2)c1	22	-4
94	CN(C)C(=O)Cn1cnc2c(cnn2-c2ccc(F)cc2)c1=O	8	-1
95	Cc1cc(-c2c(C)[nH]n(-c3ccccc3)c2=O)n(-c2ccccc2)n1	9	-18
96	Cc1ccc(N=Nc2c(N)nn3c(C)cc(C)nc23)cc1	43	-17
97	CC(=O)Nc1ccc(S(=O)(=O)Nc2ccc(F)c([N+](=O)[O-])c2)cc1	32	-24
98	S=C1NC2=C(CCCC2=C2SCCS2)C(c2ccccc2)N1 (centres undefined)	8	-12
99	CC(C)(C)OC(=O)N1CCC(C(=O)N[C@H](Cc2ccccc2)C(=O)O)CC1	11	-11
100	CN1C(=O)CSc2ccc(NC(=O)NCc3ccco3)cc21	10	-9

The list continues:
item	Compound	OX1R antag-1	OX1R antag-2
101	O=[N+]([O-])c1ccn(-c2nc(-c3cccs3)cc(C(F)(F)F)n2)n1	10	-22
102	O=C(COC(=O)C1CCN(S(=O)(=O)c2ccc(Cl)c(C(F)(F)F)c2)CC1)NCc1ccco1	18	-19
103	N#Cc1ccc2c(c1)nnn2-c1ccccc1	10	-24
104	CC(=O)c1cccc(NC(=O)C2CCN(S(C)(=O)=O)CC2)c1	10	-2
105	COc1ccc2c(c1)cc1c(=O)n(CC(=O)NCCCN3CCOCC3)nc(C)n12	23	-13
106	O=C(N/N=C1\CCCc2c1[nH]c1ccc(Cl)cc21)c1ccncc1	2	-36
107	O=C(CSC1=NC(=O)C(Cc2ccccc2)C(=O)N1)NC1CCCCC1 (centres undefined)	7	-27
108	CCc1sc(NC(=O)CN2CCC(C(N)=O)CC2)nc1-c1ccccc1	7	-19
109	CC(C)C[C@H](NC(=O)c1nc[nH]c1C(=O)N1CCNCC1)C(=O)OC(C)(C)C	16	-11
110	Clc1cccc(N2CCN(c3nnnn3-c3ccccc3)CC2)c1	5	-31
111	CC(C)c1ccc(-c2cc(C(=O)NN3CCN(C)CC3)c3ccccc3n2)cc1	22	-29
112	Cc1ccc(N2NC(C)(c3cccs3)NC2=S)cc1 (centres undefined)	10	-4
113	C/C(=C\c1ccccc1)CN1CCC(C(=O)N2CCCC(C)C2)CC1 (centres undefined)	7	-7
114	Cn1c(=O)c2c(nc(NNC(=O)C(F)(F)F)n2C)n(C)c1=O	7	-7
115	Cn1c(=O)n(C)c2cc([N+](=O)[O-])c(N3CCN(S(=O)(=O)c4ccccc4)CC3)cc21	40	-13
116	NS(=O)(=O)c1ccc(CCNC(=O)COC(=O)COc2cccc(C(F)(F)F)c2)cc1	4	-1
117	CCOc1ccc(C(=O)C[n+]2cccc3cc(C)ccc32)cc1	47*	1
118	COc1cc(SC)ccc1C(=O)Nc1ccc2c(c1)OCCO2	14	-14
119	CCN(CC)Cc1ccc(OC)c(Cl)c1	4	-7
120	CCCOc1ccc(C(=O)N(CC(C)C)c2c(N)n(Cc3ccccc3)c(=O)[nH]c2=O)cc1	11	-32
121	CCCCn1c(NCCO)nc2ccccc21	9	-12

Rows were taken by chance. About 2.1% of those tested had a hit in this group.
